# pPAFAH FP inh = inhibitors of human plasma PAF acetylhydrolase (pPAFAH); Q13093; recombinant pPAFAH, FP-rhodamine probe fluorescence polarization; inhibition, % at 3.39 µM; hit rate 1.5% among 330,000;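 active means inhibition above the mean inhibition across the screen plus 3 SD, cut at about 25% in these data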;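 further: inhibitors block binding of the rhodamine activity-based probe so polarization drops; 0% = enzyme with DMSO and 100% = wells lacking pPAFAH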
# LYPLA1 counter = blocks human lysophospholipase 1, a PME1 counter-screen. O75608. hit rate 0.16% among 320,000. AID 2174. recombinant LYPLA1, FP-Rh probe fluorescence polarization. inhibition, % at 5.9 µM;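 active means inhibition above the mean of all tested compounds plus 3 SD, set per campaign, cut at about 14% in these data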;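 further: inhibitors block serine hydrolase probe labeling of LYPLA1 so polarization falls; 0% = enzyme with DMSO and 100% = wells lacking LYPLA1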
# PAFAH1B2 inh = PAFAH1B2 (human) inhibition. P68402. recombinant PAFAH1B2, FP-rhodamine activity probe, fluorescence polarization. inhibition, % at 3.39 µM. hit rate 1.2% among 340,000. AID 492953;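 active means inhibition above the mean of all tested compounds plus 3 SD, cut at about 24% in these data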;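 further: 0% = enzyme with DMSO and 100% = wells lacking PAFAH1B2; many of its hits are not listed in these tables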
# PAFAH1B3 FP inh = inhibitors of human PAFAH1B3. Q15102. recombinant PAFAH1B3, FP-rhodamine probe, fluorescence polarization. inhibition, % at 3.39 µM. hit rate 0.28% among 340,000;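 active means inhibition above the screen-wide average of all tested compounds plus 3 SD, cut at about 25% in these data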;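 further: 0% = enzyme with DMSO only and 100% = wells lacking PAFAH1B3 protein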
# GSTO1 counter = counter-screen for RBBP9 inhibitors: inhibitors of human GSTO1; P78417; recombinant GSTO1, activity-based probe fluorescence polarization; inhibition, % at 5.96 µM; hit rate 1.1% among 300,000;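 active means inhibition above the campaign mean inhibition plus 3 SD, cut at about 35% in these data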;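 further: 0% = GSTO1-1 with DMSO and 100% = wells lacking GSTO1-1 enzyme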
# LYPLA2 inh = counter-screen for PME1 inhibitors: inhibitors of human LYPLA2; inhibition, % at 5.9 µM; recombinant LYPLA2, FP-Rh probe fluorescence polarization; O95372; hit rate 0.38% among 320,000;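 active means inhibition above the screen-wide mean plus 3 SD, limit set per campaign, cut at about 26% in these data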;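 further: 0% = LYPLA2 with DMSO and 100% = wells lacking LYPLA2 enzyme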
# Target sequence (O95372 whole entry, looked up): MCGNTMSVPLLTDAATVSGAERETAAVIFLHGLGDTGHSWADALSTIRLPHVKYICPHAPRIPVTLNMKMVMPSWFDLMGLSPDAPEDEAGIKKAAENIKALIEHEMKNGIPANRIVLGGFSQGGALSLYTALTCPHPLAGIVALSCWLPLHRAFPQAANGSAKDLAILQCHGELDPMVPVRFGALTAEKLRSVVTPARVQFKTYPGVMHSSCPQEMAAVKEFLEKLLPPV
# PAFAH2 inh = PAFAH2 (human) inhibition; Q99487; recombinant PAFAH2, FP-rhodamine activity probe, fluorescence polarization; inhibition, % at 3.39 µM; hit rate 0.99% among 340,000; AID 492956;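 active means inhibition above the mean over all tested compounds plus 3 SD, cut at about 30% in these data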;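 further: inhibitors block probe labeling of enzyme so polarization drops; 0% = enzyme with DMSO and 100% = wells lacking PAFAH2 protein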
# PREPL inhibitor = inhibits the human prolyl oligopeptidase-like enzyme | Q4J6C6 | hit rate 0.68% among 320,000 | inhibition, % at 5.96 µM | recombinant PREPL, fluorescence polarization activity-based probe; in the data active means inhibition above about 43%;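 further: 0% = enzyme with DMSO and 100% = wells lacking enzyme; many of its hits are not listed in these tables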
# Target sequence (Q4J6C6 whole entry, looked up): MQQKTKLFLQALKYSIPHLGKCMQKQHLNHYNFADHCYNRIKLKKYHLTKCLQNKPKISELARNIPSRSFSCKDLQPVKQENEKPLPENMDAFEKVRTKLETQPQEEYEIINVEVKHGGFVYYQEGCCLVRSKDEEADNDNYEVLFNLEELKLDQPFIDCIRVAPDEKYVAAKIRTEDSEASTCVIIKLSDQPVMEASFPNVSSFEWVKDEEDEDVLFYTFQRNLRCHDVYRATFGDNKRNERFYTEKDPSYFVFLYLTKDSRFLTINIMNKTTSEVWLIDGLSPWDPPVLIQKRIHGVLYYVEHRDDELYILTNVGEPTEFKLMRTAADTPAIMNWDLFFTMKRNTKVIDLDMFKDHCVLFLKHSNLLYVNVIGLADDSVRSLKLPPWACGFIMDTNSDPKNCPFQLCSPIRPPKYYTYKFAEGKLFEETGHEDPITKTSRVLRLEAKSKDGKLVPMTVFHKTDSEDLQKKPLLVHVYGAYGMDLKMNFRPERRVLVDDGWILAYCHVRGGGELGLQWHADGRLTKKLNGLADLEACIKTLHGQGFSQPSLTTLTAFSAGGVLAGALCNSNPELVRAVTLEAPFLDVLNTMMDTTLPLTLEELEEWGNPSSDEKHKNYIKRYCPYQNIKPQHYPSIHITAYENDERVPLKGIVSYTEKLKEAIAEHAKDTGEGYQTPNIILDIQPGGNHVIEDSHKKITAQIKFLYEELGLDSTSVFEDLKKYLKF
# PAD4 inh = PAD4 (human) enzyme inhibition; AID 485272; Q9UM07; inhibition, % at 6.36 µM; recombinant PAD4, RCA probe fluorescence polarization; hit rate 0.41% among 330,000;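 active means percent inhibition above a cutoff equal to the mean of all tested compounds plus 3 SD, cut at about 15% in these data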;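 further: 0% = PAD4 with RCA probe and DMSO and 100% = probe without PAD4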
# * marks the source's active call; other numbers are inactive results; nt = not tested or not shown.
# Fields – PREPL inhibitor, PAFAH1B2 inh, PAFAH2 inh, LYPLA2 inh, PAFAH1B3 FP inh, GSTO1 counter, LYPLA1 counter, pPAFAH FP inh, PAD4 inh
- Cc1nn(C)c(C)c1C1C(C#N)=C(N)OC2=C1C(=O)CCC2 (configuration not stated)
    1, -2, 5, -5, 9, 6, -6, 5, -1
- COc1ccc(/C=C(/NC(=O)c2ccccc2)C(=O)NCc2ccco2)cc1
    1, 3, 1, 5, 9, 3, 3, -1, 1
- CSc1ccc(C#N)cc1NC(=O)c1ccc(Cl)nc1
    -3, 1, -6, -3, 14, -7, 1, -2, -6
- CC(C)OC(=O)Cn1c(-c2ccccc2)c(-c2ccccc2)nnc1=O
    -8, 6, 4, 3, -3, 0, -1, 2, 1
- Cc1cccc(NC(=O)c2cccc3c2-c2ccccc2C3=O)n1
    -2, -3, 4, 1, 7, 2, 2, 6, 1
- COC1=CCC2([N+](=O)[O-])CN(CCO)CC1([N+](=O)[O-])C2 (configuration not stated)
    -6, -4, 3, 5, -1, 0, 2, 0, -2
- Cn1c(CN2CCCCC2)nc2cc(NC(=O)c3ccccc3Cl)ccc21
    12, 2, -6, -1, 5, -3, -2, 2, 0
- COC(=O)[C@@H]1C[C@@H]2CC[C@@H](O)C[C@@H]2N1Cc1ccccc1OS(=O)(=O)c1ccc(C)cc1
    6, 6, -4, -8, -12, -3, -2, 5, -18
- O=C(O)C1CCCN1S(=O)(=O)c1ccc(Br)cc1 (configuration not stated)
    10, 8, -6, -3, 9, 0, -3, -1, -3
- O=C(CCSCc1ccccc1Cl)NC1CCCC1
    3, -3, 0, 7, -2, -5, -5, 6, -2
- CCOc1ccc(C(=O)Nc2nnc(NC(=S)Nc3ccccc3)s2)cc1
    16, -11, -25, -31, -32, -2, -23, 4, -1
- COc1ccc(Cc2noc(CN3CCC(c4ccncc4)CC3)n2)cc1OC
    -4, 2, 7, 2, 4, 9, 2, -1, -2
- Oc1cccc(/C=N/n2c(C3CCCCC3)n[nH]c2=S)c1
    -8, 0, 0, 1, 4, 2, 0, 7, 0
- O=C(NC(=S)N(CCO)Cc1ccccc1)c1cc(Br)ccc1Cl
    8, -2, 4, -1, 8, 3, -3, -2, -1
- CCN(CC)C(=O)Oc1ccc(OC(=O)N(CC)CC)cc1
    4, 3, -1, 12, 13, 1, 3, 4, 0

# Seven consecutive entries out of the list so far:
# Fields – PREPL inhibitor, PAFAH1B2 inh, PAFAH2 inh, LYPLA2 inh, PAFAH1B3 FP inh, GSTO1 counter, LYPLA1 counter, pPAFAH FP inh, PAD4 inh
- Cc1nn(C)c(C)c1C1C(C#N)=C(N)OC2=C1C(=O)CCC2 (configuration not stated)
    1, -2, 5, -5, 9, 6, -6, 5, -1
- COc1ccc(/C=C(/NC(=O)c2ccccc2)C(=O)NCc2ccco2)cc1
    1, 3, 1, 5, 9, 3, 3, -1, 1
- CSc1ccc(C#N)cc1NC(=O)c1ccc(Cl)nc1
    -3, 1, -6, -3, 14, -7, 1, -2, -6
- CC(C)OC(=O)Cn1c(-c2ccccc2)c(-c2ccccc2)nnc1=O
    -8, 6, 4, 3, -3, 0, -1, 2, 1
- Cc1cccc(NC(=O)c2cccc3c2-c2ccccc2C3=O)n1
    -2, -3, 4, 1, 7, 2, 2, 6, 1
- COC1=CCC2([N+](=O)[O-])CN(CCO)CC1([N+](=O)[O-])C2 (configuration not stated)
    -6, -4, 3, 5, -1, 0, 2, 0, -2
- Cn1c(CN2CCCCC2)nc2cc(NC(=O)c3ccccc3Cl)ccc21
    12, 2, -6, -1, 5, -3, -2, 2, 0

# Returning to the listing with the four entries that preceded the break.
# Fields – PREPL inhibitor, PAFAH1B2 inh, PAFAH2 inh, LYPLA2 inh, PAFAH1B3 FP inh, GSTO1 counter, LYPLA1 counter, pPAFAH FP inh, PAD4 inh
- COc1ccc(Cc2noc(CN3CCC(c4ccncc4)CC3)n2)cc1OC
    -4, 2, 7, 2, 4, 9, 2, -1, -2
- Oc1cccc(/C=N/n2c(C3CCCCC3)n[nH]c2=S)c1
    -8, 0, 0, 1, 4, 2, 0, 7, 0
- O=C(NC(=S)N(CCO)Cc1ccccc1)c1cc(Br)ccc1Cl
    8, -2, 4, -1, 8, 3, -3, -2, -1
- CCN(CC)C(=O)Oc1ccc(OC(=O)N(CC)CC)cc1
    4, 3, -1, 12, 13, 1, 3, 4, 0
- O=C(NCc1ccco1)C1CC(=O)N(c2ccc(Cl)cc2)C1 (configuration not stated)
    -6, 1, 0, -1, 2, 3, 2, 1, -4
- COc1cc(C(=O)N(Cc2cccc(Cl)c2)C2CCS(=O)(=O)C2)cc(OC)c1OC (configuration not stated)
    8, 1, -2, 7, 2, 0, 1, 0, 0
- COCCCN(C(=O)CCSc1ccc(F)cc1)c1c(N)n(Cc2ccccc2)c(=O)[nH]c1=O
    -10, 4, -1, 4, -1, 7, 2, 2, -3
- Cc1cccc2cc(CN(CC3CCCO3)C(=S)NCc3ccco3)c(=O)[nH]c12 (configuration not stated)
    -2, -1, 5, -2, 3, 2, -3, -4, -1
- CC(C)c1cc(O)c(-c2ccccc2)c(=O)n1-c1ccc(Cl)cc1
    -5, 7, -4, -4, 0, -2, -3, -4, -2
- Nn1c(-c2ccco2)n[nH]c1=S
    7, -3, -2, -5, 6, 5, 0, 0, -2
- COc1ccc(C)cc1NC(=O)CN1C(=O)CSc2ccc(S(=O)(=O)N3CCCC3)cc21
    4, 2, 6, 4, 13, -3, -6, 7, -6
- Cc1ccc(OCC(=O)Nc2cc(NC(=O)COc3ccc(C)cc3)cc(C(=O)O)c2)cc1
    -22, 7, -8, 0, 9, -10, -4, 14, 0
- Cc1cc(C)cc(NC(=S)NCc2ccc(S(N)(=O)=O)cc2)c1
    8, 7, 5, 7, 6, 4, 0, 5, 3
- O=C1CCCC2=C1C(c1cn(-c3ccccc3)nc1-c1cccs1)c1c([nH]c(=O)[nH]c1=O)N2 (configuration not stated)
    12, 1, -10, -2, 7, 16, -7, 4, -3
- O=S(=O)(c1ccc(Cl)cc1)c1snnc1-c1ccccc1
    -11, 6, -1, 2, 7, -8, 2, 4, 7
- Cc1cc2cc(CNC(=O)c3cccc([N+](=O)[O-])c3)ccc2n1C
    20, 6, -1, 3, -7, 1, -3, 10, -2
- O=C1c2cccc3cccc(c23)C(=O)N1CCN1CCN(C(=S)Nc2ccc(Cl)cc2)CC1
    11, 1, 6, 8, 0, 1, 0, 3, 0
- CC1C(=O)N2CCCc3cc(S(=O)(=O)NCc4ccc(Cl)cc4)cc1c32 (configuration not stated)
    4, 3, 0, 2, 0, 5, -1, 9, -2
- CCN(Cc1cn2cccnc2n1)C1CCCCC1
    -2, 2, -5, -5, 5, -3, 3, 1, -5
- COc1ccc(NC(=O)c2cccc(OC(F)F)c2)cc1Cl
    21, -2, 7, -8, -6, -4, -5, -7, -6
- C=C(C)CNC(=S)N=Nc1c(O)[nH]c2ccc([N+](=O)[O-])cc12
    17, 7, 10, -2, 11, 42*, -1, 5, -5
- Cc1ccccc1NC(=O)C1CCCN(C(=O)NCc2ccccc2)C1 (configuration not stated)
    10, 1, 4, -4, 4, -9, 1, -3, -6
- CCOC(=O)N/N=C(\C)c1ccc(OC(F)F)cc1OC(F)F
    7, 2, -6, 2, 6, 6, 1, 9, -2
- O=c1c2cc(Br)ccc2nc(-c2cccc(C(F)(F)F)c2)n1O
    2, 1, 10, -1, 6, -11, 1, 7, -4
- OC(CSc1ccc(F)cc1)CN1CCN(c2ccccc2)CC1 (configuration not stated)
    -13, 4, 6, 12, 2, -1, 2, -3, 3
- O=C(NC(=S)Nc1ccc(N2CCCC2)cc1)c1ccccc1[N+](=O)[O-]
    3, 0, -5, 3, 9, 2, 4, 7, -31
- COc1ccc(-c2nc(NC(=O)c3ccc(OCC(=O)Nc4ccc(F)cc4)c(OC)c3)sc2C)cc1
    4, 2, 0, -3, 4, 8, 3, 1, -2
- O=[N+]([O-])c1ccccc1S(=O)(=O)NC1CC2CCC1C2 (configuration not stated)
    -6, 6, 7, 5, 7, 4, -2, 5, 0
- COc1ccc2c(c1OC)C(=O)N1N=C(c3ccc(O)cc3)CC21 (configuration not stated)
    13, 4, 1, -2, 2, -2, 4, 3, -1
- CC(C)CCNC(=O)NC(=O)COC(=O)C1CCN(S(=O)(=O)c2ccccc2F)CC1
    3, 4, 3, 13, -1, -1, 6, 24, -2
- CCc1noc(C)c1C(=O)Nc1nc(-c2cc(C)ccc2C)c(C)s1
    7, 4, 2, -8, 3, 7, -1, -1, -4
- Cc1ccccc1C(=O)NC1CCN(Cc2nnnn2C(C)(C)C)CC1
    1, -2, 0, -5, 11, 12, -4, -2, 0
- CC(NC(=O)COc1cc(=O)n(C)c2ccccc12)c1ccc2c(c1)OCCO2 (configuration not stated)
    -5, 2, 1, 6, 12, -3, 2, 3, 0
- COC(=O)c1ccccc1NC(=O)NC1CC1
    0, -4, 8, 6, 3, 2, 1, 2, -2
- Cc1nnc(SCC(=O)NCC2CCCCC2)n(N)c1=O
    2, 1, 3, 3, 3, 12, 3, 5, -1
- CCc1ccc(-c2c(C)sc(NC(C)=O)c2C(N)=O)cc1
    19, 4, 8, 6, 6, -3, 0, 7, -12
- CCOc1ccc(C(=O)/C=C/c2cc(OC)c(OC)c(OC)c2)cc1
    2, -1, 1, 1, -1, 1, 0, 3, -8
- Cc1ncc(CN2CCC(N3CCC(C(=O)N4CCCC4)CC3)CC2)s1
    5, 1, 3, 3, 3, 1, 3, 5, -3
- Cc1cc(C)c2nc(C)cc(Nc3ccc(C(=O)NCCO)cc3)c2c1
    2, 8, 3, 5, 10, 1, 2, 1, 2
- CC(=O)NS(=O)(=O)c1ccc(NC(=O)CC(C)c2ccccc2)cc1 (configuration not stated)
    -15, 13, 6, 2, 2, 11, -3, -3, -2
- CCCCOc1cccc(/C=C(\C#N)C(=O)NC2CC2)c1
    3, -2, 5, -4, -3, 4, 1, 2, 5
- COc1ccc(CSc2nc(C)cc(C)c2C#N)cc1
    3, 4, 1, 6, -4, -8, -3, 3, 0
- O=C(CNC(=O)c1ccco1)NCC(=O)OCc1cccc(C(=O)Oc2ccccc2)c1
    -2, 3, -9, 11, 11, 6, 4, 9, -3
- CCOC(=O)c1c(C)[nH]c(C(=O)N/N=C/c2ccc(OC)c(OC)c2)c1C
    13, 5, 1, 2, 8, 1, 0, 5, -1
- Cn1c(SCc2ccccc2)nc(C(F)(F)F)cc1=O
    9, 0, 8, -9, 13, -6, -4, -3, -5
- CC(=O)c1c(C)[nH]c(C(=O)OCC(=O)N2CCc3ccccc3C2)c1C
    -16, 3, 30*, -1, 9, nt, -2, 0, 4
- C=CCNC(=O)CN1C(=O)c2cccc3cccc1c23
    -5, 1, 4, -1, 5, -4, 2, 2, 0
- Cc1cccc(N2CCN(C(=O)c3ccc4nc[nH]c4c3)CC2)c1C
    -8, 4, 9, -2, 7, 4, 0, 4, -4

# Screening results from PubChem.

# This is a subset; the hit share may differ from the screen's.
